PI5P4Ka inh: inhibitors of human PI5P4K alpha. P48426. PI5P4Kalpha enzyme, ADP-Glo luminescence, 60 min; hits give low values. max response, %. 1.2% of 330,000 active. AID 652105; active means max response of -50% or lower; inconclusive means between -30% and -50%; inactive means -30% or higher; further: value at the top dose of about 77 µM; on the % scale 0 is the no-effect control and ±100 the full control effect
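Reactions run in 0.038 M HEPES pH 7.4, 0.28 mM EGTA, 0.1% CHAPS and 5% DMSO, with PI5P4Kalpha, substrate, compound and 5 microM ATP final, one hour at room temperature. Readout is ADP-Glo luminescence.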
WRN helicase inh: blocks human WRN helicase; WRN helicase unwinding, fluorescent forked duplex, kinetic; AID 651768; 0.46% of 360,000 active; Q14191; Potency, µM (titrated, usually from 114 µM), inactives show at the highest dose activity change, negative = inhibition, usual class: inhibitors; further: potency means the concentration at half of the fitted maximal effect; on the % scale 0 is the no-effect control and ±100 the full control effect; nearly all actives have a fitted effect of over 55% in size
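Primary qHTS, 1536-well format. 20 nM WRN + compound, 15 min RT; start with 100 nM forked fluorophore/quencher duplex, 2 mM ATP (final); kinetic read ex 525/em 598 nm.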
D3 ag: agonists of human D3 dopamine receptor; max activation, %; 0.58% of 410,000 active; D3R DiscoveRx beta-arrestin cells, luminescence, 90 min; AID 652048; in the data active means max activation above about 30%; further: 0% is about no effect; mostly tested at two doses, the higher about 12 µM
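Cells at 1500/well, incubated overnight, then treated with pinned compounds (dopamine as control) for 90 min at 37 degrees C. DiscoveRx reagent added for 30 - 60 minutes at room temperature; luminescence read.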
PLK1 PBD block: PLK1 (human) polo-box domain binding inhibition; Potency, µM, without a hit: max response, negative = inhibition, actives largely listed as inhibitors; AID 720504; P53350; 2.8% of 360,000 active; Plk1 PBD binding of FITC phosphopeptide, fluorescence polarization; further: potency means the concentration at half of the fitted maximal effect; series mostly up to about 57 µM; on the % scale 0 is the no-effect control and ±100 the full control effect; nearly all actives have a fitted effect of over 65% in size
Target sequence (P53350 whole entry, looked up, the tested form may be a part): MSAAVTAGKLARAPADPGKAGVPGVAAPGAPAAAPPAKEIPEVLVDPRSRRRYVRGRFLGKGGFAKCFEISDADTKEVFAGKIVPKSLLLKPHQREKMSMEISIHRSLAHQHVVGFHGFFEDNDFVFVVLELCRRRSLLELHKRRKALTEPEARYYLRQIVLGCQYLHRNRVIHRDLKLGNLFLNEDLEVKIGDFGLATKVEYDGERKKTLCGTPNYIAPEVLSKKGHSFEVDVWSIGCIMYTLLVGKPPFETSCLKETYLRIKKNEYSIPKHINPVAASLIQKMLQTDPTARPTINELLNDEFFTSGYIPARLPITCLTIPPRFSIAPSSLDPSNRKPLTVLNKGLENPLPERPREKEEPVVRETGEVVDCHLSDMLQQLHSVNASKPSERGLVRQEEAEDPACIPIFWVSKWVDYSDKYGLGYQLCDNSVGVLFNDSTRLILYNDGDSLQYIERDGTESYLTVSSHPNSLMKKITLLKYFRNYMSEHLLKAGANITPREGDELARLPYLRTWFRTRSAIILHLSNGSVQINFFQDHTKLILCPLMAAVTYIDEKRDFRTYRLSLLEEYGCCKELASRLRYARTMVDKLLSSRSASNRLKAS
IL2 activator: activators of IL-2; IL-2 activation reporter assay, cell-based qHTS; stimulated with anti-CD3/CD4/CD28 beads; in transgenic mouse T cells; activation, % (series mostly up to about 46 µM); 0.065% of 360,000 active; AID 652025; in the data active means activation above about 50%; inconclusive means mostly about 30% to 49%; further: 0% is about no effect
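Unstimulated transgenic mouse T cells, 750 per well, received compound and, after 60 minutes, anti-CD3/anti-CD4 bead plus anti-CD28 stimulation. EGFP and DsRed were quantified after 18 hours.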
GLP1R ag: GLP-1 receptor (human) agonism | AID 624172 | Potency, µM (titrated, usually from 45.6 µM), for the others: at the top dose activation, actives largely listed as activators | HEK293 GLP-1R CRE-luciferase, luminescence, 4-6 h; cells express a hypersensitive GLP-1R form | 0.007% of 380,000 active; further: potency means the concentration at half of the fitted maximal effect; % of control where 0% means no effect
Target sequence (P43220 whole entry, looked up): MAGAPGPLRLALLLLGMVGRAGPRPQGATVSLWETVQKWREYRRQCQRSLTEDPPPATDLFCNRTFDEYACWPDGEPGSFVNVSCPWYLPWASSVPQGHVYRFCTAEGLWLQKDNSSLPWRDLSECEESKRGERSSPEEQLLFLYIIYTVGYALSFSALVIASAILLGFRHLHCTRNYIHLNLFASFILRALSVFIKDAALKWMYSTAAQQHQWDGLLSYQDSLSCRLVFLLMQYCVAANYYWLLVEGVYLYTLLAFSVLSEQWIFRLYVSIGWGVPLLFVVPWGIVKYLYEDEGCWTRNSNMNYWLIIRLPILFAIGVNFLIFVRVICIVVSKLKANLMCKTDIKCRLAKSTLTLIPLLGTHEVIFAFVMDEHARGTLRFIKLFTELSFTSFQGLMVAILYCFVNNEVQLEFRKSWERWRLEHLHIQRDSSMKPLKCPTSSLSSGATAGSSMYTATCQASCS
GLP1R inv ag: GLP-1 receptor (human) inverse agonism | HEK293 GLP-1R CRE-luciferase, luminescence, 24 h; GLP-1R form is constitutively active | Potency, µM (top dose mostly 38.3 µM), without a hit: at the highest dose activity change, negative = inhibition, usual class: inhibitors | 1.6% of 410,000 active; further: potency means the concentration at half of the fitted maximal effect; on the % scale 0 is the no-effect control and ±100 the full control effect; nearly all actives have a fitted effect of over 55% in size
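Inverse agonists were sought by their lowering of basal cAMP reporter luciferase output in HEK293 cells stably carrying constitutively active human GLP-1R, after 24 h compound treatment.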
D3 antag: antagonists of human D3 dopamine receptor; 2.5% of 360,000 active; D3R cells, DiscoveRx beta-arrestin luminescence, antagonist mode; hits give low values; max response, negative = inhibition, %; in the data active means max response below about -50%; inconclusive means no clear call, values can overlap the other calls; further: on the % scale 0 is the no-effect control and ±100 the full control effect; mostly tested at two doses, the higher about 12 µM
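Cells plated overnight at 1500 cells/well, then exposed to library compounds with dopamine controls for 90 minutes at 37 degrees C. DiscoveRx reagent added for 30–60 minutes at room temperature; luminescence read, quantitative HTS format.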
HEK293 tox: cytotoxicity in counter-screen for GLP-1R inverse agonists. HEK293 cAMP-luciferase reporter cells, luminescence, 24 h. Potency, µM (highest dose often 38.3 µM), inactives show at the highest dose activity change, negative = inhibition, most hits filed as inhibitors. 0.13% of 410,000 active. AID 624418;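 further: loss of luciferase light is scored as toxicity; potency means the concentration at half of the fitted maximal effect; on the % scale 0 is the no-effect control and ±100 the full control effect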
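Here, cytotoxicity is scored as loss of luminescence. The MLSMR collection was tested on cells seeded in medium containing 10% Nu serum, with a 24 hr compound exposure preceded by 12 hours of culture.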
Numbers without * were called inactive; ? = inconclusive; · = no result given; & = joins results of further samples; [ ] = remark or other dose. Unless noted, the call rests on the fitted dose curve; in most records, active means well fitted curve in the direction sought with a large enough effect; inconclusive means small, poorly fitted or top-dose-only effect, or another doubt; inactive means no such curve, though single readings can be large; an effect the other way counts as inactive or inconclusive.

SMILES	PI5P4Ka inh	WRN helicase inh	D3 ag	PLK1 PBD block	IL2 activator	GLP1R ag	GLP1R inv ag	D3 antag	HEK293 tox
C=CCN=C1S/C(=C\N(C)C)C(=O)N1S(=O)(=O)c1ccc(C)cc1	-1	2%	1	-1%	-0.7	8%	11%	23	5%
COc1ccc(OCc2nc3ccccc3n2C(C)C)cc1	-1	-7%	-2	-1%	-0.6	13%	17%[7.66 µM]	3	14%[7.66 µM]
COc1ccc2cc(C(=O)N/N=C/c3sc4ccccc4c3O)ccc2c1	-20	-34%	2	-2%	0.4	-6%	?	?	22%
CCOC(=O)C(Cc1ccccc1)NC(=O)CCc1c(C)nc2nc(C)nn2c1C (stereo not given)	-10	9%	5&-2	27µM*	1.7	1%&-4%	6%&12%	?	1%&1%
CCOc1ccccc1N1CCN(C(=O)CC(C)(C)C)CC1	0	-14%	-10	1%	-3.0	-1%	-5%	17	-4%
O=C(CSc1ncc(-c2ccccc2)n1CC1CCCO1)N1CCCCC1 (stereo not given)	5	16%	-6	-5%	-1.6	-4%	-9%	11	-3%
Cc1nc(C)c(C(=O)OCC(=O)N(C)c2ccccc2)s1	-6	-26%	2	-7%	0.7	2%	1%	3	-4%
COc1ccc(NC2CCCN(C(=O)c3csc(C(C)C)n3)C2)cc1 (stereo not given)	-4	-1%	1	-14%	-2.6	-5%	-11%	4	-10%
COc1ccc(C(=O)c2coc3ccc(O)c(CN4CCCC4)c23)cc1	-11	5%	-4	-4%	-3.2	2%	?	-8	-14%
C=CC[C@@]12C=C(OC)C(=O)C(OC)=C1O[C@H](c1ccc3c(c1)OCO3)[C@H]2C	0	0%	0	1%	0.0	6%	4%	13	3%
CCOC(=O)c1sc(NC(=O)CSc2nnnn2-c2ccccc2)nc1C	·	-13%[57.1 µM]	0	1%	-0.6	-3%	0%	-19	-17%
Cc1ccccc1Nc1ncnc2[nH]ncc12	-8	-12%	-3	3%	2.2	0%	4%	-26	-3%
O=C(CCCN1C(=O)c2cccc3cccc(c23)C1=O)N1CCc2ccccc2C1	-2	-16%	0	-8%	-0.5	27%	?	-23	20%
CCn1c(C)cc(=O)cc1-c1ccc(Cl)cc1	-1	-1%	-3	3%	-1.3	-5%	20%	-2	-12%
Cc1c(NC(=O)CSc2ncccn2)c(=O)n(-c2ccccc2)n1C	6	-16%	6	-15%	-0.5	2%	-2%	-1	-2%
S=C(NCCc1c[nH]c2ccccc12)NC1CC1	-1	-1%	-4	0%	-2.0	23%	-22%	12	-3%
O=C1c2ccccc2C(=O)N1CCC#Cc1ccc2cc(CCO)oc(=O)c2c1	3	-3%	5	0%	-2.5	19%	69%[activator]	53	4%
CCCc1cc(=O)oc2cc(OCC(=O)Nc3ccc(CN4CCOCC4)cc3)c(Cl)cc12	-2	-3%	-9	-7%	0.8	9%	14%	9	8%
O=C(CCc1ccccc1)OCC(=O)c1ccc(Br)cc1	0	-1%	0	?	-3.8	5%	11%	2	0%
CN(CCc1ccccn1)C(=O)CCC1CCCN(C(=O)c2ccc3c(c2)OCCO3)C1 (stereo not given)	7	2%[57.1 µM]	5	2%	-1.4	-3%	-11%	-3	-9%
COc1cc(C(=O)Nc2ccc(C(=O)c3cccs3)cc2)cc(OC)c1OC	1	0%	-5	6%	-0.3	-1%	?	8	-22%
CCOC(=O)c1sc(/N=C/c2c(O)ccc3ccccc23)cc1C	7	-5%	5	-12%	0.0	3%	5%	-9	-29%
Cc1ccc2nc3sc(C(=O)N4CCCc5ccccc54)c(N)c3cc2c1	·	-3%	-29	-20%	0.0	5%	-3%	?	-12%
O=C(NNC(=S)NC1CC2C=CC1C2)c1cccnc1 (stereo not given)	3	9%	-14	-2%	-0.1	7%	4%	-16	-2%
Cc1ccc(S(=O)(=O)N2CCN(C(=O)COC(=O)CNC(=O)c3ccc(Cl)cc3Cl)CC2)c(C)c1	-4	1%	-3	-20%	-0.3	4%	9%	1	-1%

Entries listed so far that have two or more sulfur atoms, in the order listed:
SMILES	PI5P4Ka inh	WRN helicase inh	D3 ag	PLK1 PBD block	IL2 activator	GLP1R ag	GLP1R inv ag	D3 antag	HEK293 tox
C=CCN=C1S/C(=C\N(C)C)C(=O)N1S(=O)(=O)c1ccc(C)cc1	-1	2%	1	-1%	-0.7	8%	11%	23	5%
CCOC(=O)c1sc(NC(=O)CSc2nnnn2-c2ccccc2)nc1C	·	-13%[57.1 µM]	0	1%	-0.6	-3%	0%	-19	-17%

Grouped by structure: the compounds so far containing a halogen
SMILES	PI5P4Ka inh	WRN helicase inh	D3 ag	PLK1 PBD block	IL2 activator	GLP1R ag	GLP1R inv ag	D3 antag	HEK293 tox
CCn1c(C)cc(=O)cc1-c1ccc(Cl)cc1	-1	-1%	-3	3%	-1.3	-5%	20%	-2	-12%
CCCc1cc(=O)oc2cc(OCC(=O)Nc3ccc(CN4CCOCC4)cc3)c(Cl)cc12	-2	-3%	-9	-7%	0.8	9%	14%	9	8%
O=C(CCc1ccccc1)OCC(=O)c1ccc(Br)cc1	0	-1%	0	?	-3.8	5%	11%	2	0%
Cc1ccc(S(=O)(=O)N2CCN(C(=O)COC(=O)CNC(=O)c3ccc(Cl)cc3Cl)CC2)c(C)c1	-4	1%	-3	-20%	-0.3	4%	9%	1	-1%

Next part
SMILES	PI5P4Ka inh	WRN helicase inh	D3 ag	PLK1 PBD block	IL2 activator	GLP1R ag	GLP1R inv ag	D3 antag	HEK293 tox
CC(=O)c1ccc(S(=O)(=O)Nc2ccc(C(=O)NCC(c3cccs3)N3CCOCC3)cc2)cc1 (stereo not given)	4	10%	-8	-3%	-2.9	4%	3%	-19	1%
N#CC(C#N)=c1ccc2c(c1)N1C(c3ccccc3)=CC(c3ccccc3)C3CCCCC31N=2 (stereo not given)	?	-23%	6	-9%	-1.1	8%	5%	7	5%
COc1ccccc1/C=C/C=N/n1c(-c2ccccn2)n[nH]c1=S	-9	0%	-4	-11%	0.6	-2%	19%	-3	2%
CCOc1ccc(NCc2cccn2-c2nnc(N3CCC(C(=O)NCCCN4CCCCC4C)CC3)s2)cc1 (stereo not given)	2	3%	5	3%	0.9	5%	?	4	?
CCCCOc1ccc(CN=C(N)N)cc1Cl	-2	-1%	-11	-12%	-0.4	4%	?	-5	0%
O=C(COC(=O)/C=C/c1cccc([N+](=O)[O-])c1)NCCCN1CCCC1=O	-2	7%	3	-4%	-1.4	3%	8%	-5	7%
Clc1ccc(-c2cc(COc3ccc4ccccc4c3)no2)cc1	-1	7%	-4	-8%	-0.8	5%	12%	7	-2%
CN(C)S(=O)(=O)c1cc(NC(=O)CSc2cccc[n+]2[O-])ccc1Cl	-4	1%	-2	-12%	-0.6	4%	7%	5	-7%
O=C(Nc1ccccc1Oc1ccccc1)c1cccs1	1	5%	6	6%	-1.7	4%	?	19	18%
Cc1[nH]nc2c1C(c1cn[nH]c1-c1ccc(F)cc1)C(C#N)=C(N)O2 (stereo not given)	5	-21%	0	-12%	0.1	-7%	24%	-10	-14%
COc1cc(/C=C2\C(=N)N3N=C(C)SC3=NC2=O)cc(OC)c1OCCOc1ccccc1C	-16	-11%	3	?	0.3	0%	-26%	0	0%
Cc1noc(/C=C/c2cccs2)c1S(=O)(=O)N1CCC(C(=O)NCCCN2CCC(C)CC2)CC1	5	-6%	-10	-4%	-0.6	12%	?	-25	-17%
COC(=O)c1cc(COc2ccc3c(c2)oc(=O)c2ccccc23)c(C)o1	5	7%	-2	-3%	-1.7	13%	15%	-6	-6%
CSc1nc(C)c(Cc2ccccc2)c(=O)[nH]1	7	-7%	7	-9%	0.1	9%	-9%	10	3%
CC(c1nnc(SCC(=O)Nc2cccnc2Cl)n1-c1ccccc1)N(C)C (stereo not given)	1	2%[57.1 µM]	1	2%	-3.9	1%	-3%	6	-9%
COc1cc(C=c2c3ccccc3n3c2cc(-c2ccccc2)[n+]3C)cc(OC)c1OC	-18	-1%[11.6 µM]	-5	4.7µM*	-0.2	-3%	?	-2	-25%
CC(C)CN1CCC1(C)C(=O)Nc1cc(-c2ccccc2)nn1C (stereo not given)	-4	7%[57.1 µM]	-11	-4%	1.3	2%	-29%	-24	7%
COc1cc(C(=O)NCCSc2ccc(Br)cc2)cc(OC)c1OC	-5	-1%	3	-9%	2.6	6%	-27%[7.66 µM]	12	4%[7.66 µM]
O=C(CNC(=S)N(Cc1ccccc1)Cc1cccnc1)NC1CCCCC1	-4	2%	-5	-4%	-1.2	10%	-21%	-11	1%
CCOc1ccc(N(CC(=O)NCc2ccc(C)cc2)S(=O)(=O)c2c(C)[nH]c(=O)[nH]c2=O)cc1	-5	-1%	4&0	-2%	-1.7	0%	-13%&3%	3	-2%&-5%
CCOC(=O)C1=NN(c2cccc(Cl)c2)C2=NC(C)=C(C(=O)OC)C(c3cccs3)N12 (stereo not given)	-6	-7%	-6	-7%	0.4	1%	0%	-7	6%
S=c1[nH]nc(C2(c3ccccc3)CCCC2)o1	-10	-3%	-12	-13%	-3.4	-3%	-21%	-17	1%

Record cards (already shown). Order of values: PI5P4Ka inh, WRN helicase inh, D3 ag, PLK1 PBD block, IL2 activator, GLP1R ag, GLP1R inv ag, D3 antag, HEK293 tox
C=CCN=C1S/C(=C\N(C)C)C(=O)N1S(=O)(=O)c1ccc(C)cc1 is listed with -1, 2%, 1, -1%, -0.7, 8%, 11%, 23, 5%
CCCc1cc(=O)oc2cc(OCC(=O)Nc3ccc(CN4CCOCC4)cc3)c(Cl)cc12 is listed with -2, -3%, -9, -7%, 0.8, 9%, 14%, 9, 8%
CC(c1nnc(SCC(=O)Nc2cccnc2Cl)n1-c1ccccc1)N(C)C (stereo not given) is listed with 1, 2%[57.1 µM], 1, 2%, -3.9, 1%, -3%, 6, -9%
